CASP6 VEID inh: caspase-6 (human) enzyme inhibition; AID 686996; 350,000 compounds, 0.53% hits; purified caspase-6, Z-VEID-R110 cleavage fluorescence; P55212; inhibition, % at 12.5 µM;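 active means mean inhibition across replicates at least about 35%, with every replicate also reaching that limit, limit read from the data; inconclusive means only one of the two criteria met; inactive means neither criterion met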;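 further: 0% = median of neutral control wells and 100% = no fluorescence left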
Target sequence (P55212 24-179 limits assumed): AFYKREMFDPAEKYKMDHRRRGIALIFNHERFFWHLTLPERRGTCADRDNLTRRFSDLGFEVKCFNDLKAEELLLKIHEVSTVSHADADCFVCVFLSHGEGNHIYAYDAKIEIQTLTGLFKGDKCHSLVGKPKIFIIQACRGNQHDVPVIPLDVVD
Target sequence (P55212 194-293 limits assumed): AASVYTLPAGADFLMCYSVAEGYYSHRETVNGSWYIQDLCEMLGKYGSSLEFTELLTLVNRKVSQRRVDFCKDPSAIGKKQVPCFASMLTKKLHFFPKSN
miR122 inh: inhibitors of miR-122 in Huh7 cells. AID 602342. 340,000 compounds, 0.3% hits. activation (reporter increase), % at 12.5 µM. Huh7 miR-122 Renilla luciferase sensor, 48 h; neutral wells = 0, positive control = 100;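 active means mean replicate activation score at least 90 and every replicate individually at or above 90; inconclusive means only one of the two criteria met; inactive means neither criterion met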;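 further: higher luciferase means less miR-122 activity so hits act as miR-122 inhibitors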
PAX8 reporter: PAX8 transcriptional activity inhibition; inhibition, % at 12.6 µM; 360,000 compounds, 1.2% hits; RMG-I TPO-luciferase reporter, SteadyGlo, 24 h; AID 652154;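 active means mean replicate inhibition at least 60% with every replicate also reaching 60%; inconclusive means only one of the two criteria is met; inactive means mean below 60% and not all replicates reaching 60%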;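 further: luciferase light reporting Pax8 driven TPO promoter activity; plate controls were median of neutral control wells for no effect and mitoxantrone controls for full effect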
EWS-Fli block: EWS/Fli transcriptional activity inhibition; AID 651661; 350,000 compounds, 0.67% hits; inhibition, % at 12.6 µM; A673 NR0B1-luciferase reporter, viability-normalised;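 active means mean inhibition of at least 50% after viability correction, with every replicate also passing that limit; inconclusive means mean reaches 50% but only one of two replicates passes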;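 further: firefly luciferase signal divided by Alamar Blue viability fluorescence both relative to DMSO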
PGC1a acetyl inh: modulators of PGC1a acetylation | U2OS PGC1a acetylation, AlphaScreen anti-acetyl-lysine; with virally co-expressed GCN5 acetyltransferase | inhibition, % at 15.6 µM | 350,000 compounds, 0.17% hits;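 active means every replicate shows inhibition of at least 40%; inconclusive means mean inhibition at least 40% but some replicate below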;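 further: 0% = neutral control wells and 100% = positive control wells; some results beyond the cut were filed as inactive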
LGR2 inh: Drosophila LGR2 receptor signaling inhibition; HEK293 LGR2, CRE-luciferase, bursicon-stimulated, 4 h; 380,000 compounds, 0.35% hits; inhibition, % at 9.99 µM; AID 720647;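 active means drop in luminescence signal, shown as inhibition above about 50% in the replicate tests, limit read from the data, passing the limit was not always enough; inconclusive means probably only some replicates passing the limit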;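 further: agonist challenge used bursicon conditioned medium at about half maximal strength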
Cneo AK release: causes C. neoformans cell lysis; adenylate kinase release luminescence, 4 h; normalised: neutral wells 0, clomiphene wells 100; lysis activity, % at 15 µM; 360,000 compounds, 0.2% hits;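 active means mean lysis activity across replicates of at least 80%, whatever share of replicates individually reach that level; inactive means mean lysis activity below 80%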
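Material: C. neoformans cells | Amount: Yeast cell density of 5 × 10^6 cells/mL | Medium: Fresh YPD growth medium | Dosing: Single dose | Times: Static 4 h at 37 °C with compound, 1 h detection | Detection: AK luminescence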
FN deposition inh: fibronectin deposition inhibition | AH1F fibroblasts, Alexa488-fibronectin deposition fluorescence, overnight | inhibition, % at 12.6 µM | 350,000 compounds, 0.086% hits | AID 743247;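 active means mean inhibition across replicates of 30% or more, regardless of how many single replicates reach that level; inconclusive means mean under 30% yet at least half of replicates reach 30%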;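 further: positive control wells lacked labelled fibronectin entirely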
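Assay system: AH1F fibroblasts / Quantity: 10000 cells per well / Medium: DMEM plus 2% serum, read in PBS / Reagent: labelled fibronectin 24 nM / Dosing: single dose, pinned / Times: 1 h cell attachment, overnight exposure to compound and label / Signal: fluorescence, ex 485 nm, em 525 nm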
Starred values were filed as active, the others as inactive; [ ] = another dose, or the depositor's remark.

What do the screens show for `COc1ccc(CCNC(=O)/C(C#N)=C/c2ccc(OCC(=O)NCC3CCCO3)cc2)cc1OC` (configuration not stated)?
CASP6 VEID inh: -1; PAX8 reporter: -12; EWS-Fli block: 6; PGC1a acetyl inh: -7; LGR2 inh: -10; FN deposition inh: 5

What do the screens show for `COc1ccc(C(=O)Nc2ccc(CN3CCCCC3)cc2)cc1`?
CASP6 VEID inh: 4; miR122 inh: -1; PAX8 reporter: -2; EWS-Fli block: 1; LGR2 inh: 9; Cneo AK release: 3; FN deposition inh: -12

What do the screens show for `c1ccc(-c2ccc(-c3ccccc3)[nH]2)cc1`?
CASP6 VEID inh: -3; miR122 inh: 9; PAX8 reporter: -191; EWS-Fli block: -141; PGC1a acetyl inh: 1; LGR2 inh: -104; Cneo AK release: -3; FN deposition inh: 4

Results for CO[C@@H]1CN(C)C(=O)c2cc(NC(C)=O)ccc2OC[C@H](C)N(C(=O)c2ccncc2)C[C@@H]1C ?
CASP6 VEID inh: 1; miR122 inh: 0[16.7 µM]; EWS-Fli block: -9; PGC1a acetyl inh: -5; LGR2 inh: 9; Cneo AK release: 53; FN deposition inh: -11

What do the screens show for `Cc1cccc(C)c1NC(=O)CN(C)C(=O)c1cccc(-n2cccc2)c1`?
CASP6 VEID inh: 15; miR122 inh: -5; PAX8 reporter: -29; EWS-Fli block: -19; LGR2 inh: -7; FN deposition inh: 5

What do the screens show for `COc1cc(C(=O)NC2CCN(C)CC2)ccc1Nc1ncc2c(n1)N(CCc1ccccc1)CCC(=O)N2C`?
CASP6 VEID inh: -32; miR122 inh: -17; PAX8 reporter: -64; EWS-Fli block: 54*; PGC1a acetyl inh: -26; LGR2 inh: 3; Cneo AK release: 0; FN deposition inh: 11

Results for O=C(C[C@@H]1CC[C@@H](NC(=O)NC2CCCCC2)[C@@H](CO)O1)NCc1ccc(Cl)cc1 ?
CASP6 VEID inh: -1; PAX8 reporter: -4; EWS-Fli block: -6; PGC1a acetyl inh: 1; LGR2 inh: -6; Cneo AK release: 4; FN deposition inh: 4

Results for O=c1c(-c2ccccc2)[n+]([O-])c2ccccc2n1O ?
miR122 inh: -12; PAX8 reporter: 16; PGC1a acetyl inh: 8; Cneo AK release: 2; FN deposition inh: -6

How did O=C(c1ccc(-c2cccc(C(F)(F)F)c2)o1)N1CCCCCCC1 do in these assays?
CASP6 VEID inh: -3; PAX8 reporter: -28; EWS-Fli block: 6; LGR2 inh: -5; FN deposition inh: -1

How did COc1cccc(-c2cccc(-c3nc(C(=O)NCc4ccc(Oc5ccccc5)cc4)cc4c3[C@@H](CCO)N(S(=O)C(C)(C)C)C4)c2)c1 (some centres not stated) do in these assays?
CASP6 VEID inh: 4; PAX8 reporter: 8; EWS-Fli block: -7; PGC1a acetyl inh: -48; LGR2 inh: -7; FN deposition inh: 9

Results for CCN(C[C@H]1N[C@@](CC)(C(=O)OC)[C@H]2C(=O)N(Cc3ccccc3)C(=O)[C@@H]12)C(=O)c1ccccc1 ?
CASP6 VEID inh: 0; PAX8 reporter: 7; EWS-Fli block: 10; LGR2 inh: -14; Cneo AK release: -2; FN deposition inh: 3

What do the screens show for `COc1ccc(C(C)(C)C)cc1NC(=O)COC(=O)c1ccc([N+](=O)[O-])o1`?
CASP6 VEID inh: 1; miR122 inh: -8; PAX8 reporter: 5; EWS-Fli block: -1; PGC1a acetyl inh: -7; LGR2 inh: 6; Cneo AK release: 0

How did C[C@@H]1CN([C@@H](C)CO)S(=O)(=O)c2ccc(-c3cccc(C(=O)N(C)C)c3)cc2O[C@H]1CN(C)C(=O)Nc1ccc(F)cc1 do in these assays?
CASP6 VEID inh: -2; miR122 inh: -3[16.7 µM]; EWS-Fli block: 3; PGC1a acetyl inh: 20; LGR2 inh: -4; Cneo AK release: 7; FN deposition inh: 6

Results for CC(=O)N(C)C[C@@H]1OCc2ccccc2-c2ccccc2C(=O)N([C@H](C)CO)C[C@@H]1C ?
CASP6 VEID inh: -2; PAX8 reporter: -26; EWS-Fli block: -9; PGC1a acetyl inh: 7; LGR2 inh: 9; Cneo AK release: -1; FN deposition inh: -1

How did CCc1nn(CC(=O)NCCN2CCOCC2)c(=O)c2cc3c(OC)cccc3n12 do in these assays?
CASP6 VEID inh: -9; miR122 inh: -1; PAX8 reporter: -8; EWS-Fli block: 0; PGC1a acetyl inh: 1; LGR2 inh: -1; Cneo AK release: 1; FN deposition inh: -8

How did CCOC(=O)N1CCN(C(=O)CSc2ccc3nnc(CCNC(=O)c4ccc(OC)cc4)n3n2)CC1 do in these assays?
CASP6 VEID inh: 4; miR122 inh: 0; PAX8 reporter: -150; EWS-Fli block: -2; PGC1a acetyl inh: 15; LGR2 inh: -3; FN deposition inh: 1

Results for COC(=O)[C@@H](NC(=O)c1ccccc1OC1CCN(S(C)(=O)=O)CC1)C(C)C ?
CASP6 VEID inh: -1; miR122 inh: -1; PAX8 reporter: 0; EWS-Fli block: -2; PGC1a acetyl inh: -8; LGR2 inh: -16; Cneo AK release: 0; FN deposition inh: -11

Results for Cc1c(S(=O)(=O)N2CCc3ccccc3C2)c(=O)n(C)c(=O)n1C ?
CASP6 VEID inh: 15; PAX8 reporter: -6; EWS-Fli block: -3; LGR2 inh: 6; Cneo AK release: 0; FN deposition inh: 3

How did CN(CC(=O)Nc1ccc(Cl)cc1)S(=O)(=O)c1cccc2cccnc12 do in these assays?
CASP6 VEID inh: 3; miR122 inh: -2; PAX8 reporter: 15; EWS-Fli block: 2; PGC1a acetyl inh: -7; LGR2 inh: 11; Cneo AK release: -2; FN deposition inh: -6

What do the screens show for `Cc1ccc(NC(=O)C2(S(=O)(=O)c3ccc(C)cc3)CC2)cc1`?
CASP6 VEID inh: -1; miR122 inh: 6; EWS-Fli block: -2; PGC1a acetyl inh: -18; Cneo AK release: 4

What do the screens show for `CC(=O)c1cc(-c2ccccc2)n(CCC(=O)NC2CCCC2)c1C`?
CASP6 VEID inh: 5; miR122 inh: -9; PAX8 reporter: 11; EWS-Fli block: 8; Cneo AK release: -1; FN deposition inh: -1

What do the screens show for `Cc1ccc(S(=O)(=O)Nc2ccc3c(c2)C(=O)N([C@@H](C)CO)C[C@H](C)[C@@H](CN(C)Cc2ccc(C(F)(F)F)cc2)OCCCC[C@@H](C)O3)cc1`?
CASP6 VEID inh: -1; miR122 inh: -15[16.7 µM]; PAX8 reporter: 97*; EWS-Fli block: 55*; PGC1a acetyl inh: -15; LGR2 inh: 14; Cneo AK release: 7; FN deposition inh: -7

What do the screens show for `O=C(NCc1ccccc1)[C@@H]1[C@@H](CO)[C@@H]2Cn3c(cccc3=O)[C@@H]2N1Cc1ccccc1F`?
CASP6 VEID inh: 0; EWS-Fli block: -3; LGR2 inh: 5; Cneo AK release: -4

What do the screens show for `CCCCn1c(N)c(N(CC(C)C)C(=O)COC(=O)C2(c3ccccc3)CC2)c(=O)[nH]c1=O`?
CASP6 VEID inh: 0; miR122 inh: -10; PAX8 reporter: -6; EWS-Fli block: 6; LGR2 inh: -14; Cneo AK release: -1

What do the screens show for `COCCCNC(=O)CN(c1cc([N+](=O)[O-])ccc1OC)S(C)(=O)=O`?
CASP6 VEID inh: 0; miR122 inh: 0; PAX8 reporter: 23; EWS-Fli block: 11; PGC1a acetyl inh: -10; Cneo AK release: 0; FN deposition inh: -5

Results for Cc1cccc(C)c1OCC(=O)NC(Cc1c[nH]c2ccccc12)C(=O)O (configuration not stated) ?
CASP6 VEID inh: -2; miR122 inh: -3; PAX8 reporter: 2; EWS-Fli block: 8; PGC1a acetyl inh: 4; LGR2 inh: -22; FN deposition inh: 3

What do the screens show for `C[C@H]1CN([C@@H](C)CO)C(=O)c2cc(NS(C)(=O)=O)ccc2O[C@@H]1CN(C)Cc1ccc(Oc2ccccc2)cc1`?
CASP6 VEID inh: -3; miR122 inh: -3[16.7 µM]; PAX8 reporter: 25; EWS-Fli block: -4; PGC1a acetyl inh: 9; LGR2 inh: -15; Cneo AK release: -2; FN deposition inh: 13

How did N#Cc1ccc(NC(=O)Cn2cnc(S(=O)(=O)N3CCCCC3)c2)cc1 do in these assays?
CASP6 VEID inh: 0; miR122 inh: -1; PAX8 reporter: 2; EWS-Fli block: -15; PGC1a acetyl inh: -1; LGR2 inh: -13; Cneo AK release: -2; FN deposition inh: 6

Results for O=c1[nH]c(=S)[nH]c2nccnc12 ?
CASP6 VEID inh: -1; miR122 inh: 1; PAX8 reporter: -7; EWS-Fli block: -10; PGC1a acetyl inh: 2; LGR2 inh: 5; Cneo AK release: 0; FN deposition inh: -1

What do the screens show for `Cc1nn(C)cc1CNC(=O)c1cccc(F)c1`?
CASP6 VEID inh: 0; PAX8 reporter: 13; EWS-Fli block: 1; FN deposition inh: 1

What do the screens show for `COc1cc2oc(=O)cc(-c3ccc(-c4ccc(F)c(Cl)c4)cc3)c2c(OC)c1OC`?
CASP6 VEID inh: 1; miR122 inh: -5; PAX8 reporter: -3; EWS-Fli block: 5; PGC1a acetyl inh: 2; LGR2 inh: 2; Cneo AK release: 3; FN deposition inh: -5

What do the screens show for `O=C(C1CCC1)N1CC[C@@H]2[C@H]1c1cc(-c3cccc(F)c3)ccc1N[C@@H]2CO`?
miR122 inh: 7[16.7 µM]; PAX8 reporter: 9; EWS-Fli block: -1; PGC1a acetyl inh: -22; LGR2 inh: -14; Cneo AK release: -11; FN deposition inh: 10

Results for CN1CCN2c3ncccc3Cc3ccccc3[C@@H]2C1 ?
CASP6 VEID inh: 3; miR122 inh: -4; PAX8 reporter: 18; EWS-Fli block: 0; PGC1a acetyl inh: inconclusive; LGR2 inh: -2; Cneo AK release: 0; FN deposition inh: -9

A stretch from the list above, as a working copy:
Results for O=c1[nH]c(=S)[nH]c2nccnc12 ?
CASP6 VEID inh: -1; miR122 inh: 1; PAX8 reporter: -7; EWS-Fli block: -10; PGC1a acetyl inh: 2; LGR2 inh: 5; Cneo AK release: 0; FN deposition inh: -1

What do the screens show for `Cc1nn(C)cc1CNC(=O)c1cccc(F)c1`?
CASP6 VEID inh: 0; PAX8 reporter: 13; EWS-Fli block: 1; FN deposition inh: 1

What do the screens show for `COc1cc2oc(=O)cc(-c3ccc(-c4ccc(F)c(Cl)c4)cc3)c2c(OC)c1OC`?
CASP6 VEID inh: 1; miR122 inh: -5; PAX8 reporter: -3; EWS-Fli block: 5; PGC1a acetyl inh: 2; LGR2 inh: 2; Cneo AK release: 3; FN deposition inh: -5

What do the screens show for `O=C(C1CCC1)N1CC[C@@H]2[C@H]1c1cc(-c3cccc(F)c3)ccc1N[C@@H]2CO`?
miR122 inh: 7[16.7 µM]; PAX8 reporter: 9; EWS-Fli block: -1; PGC1a acetyl inh: -22; LGR2 inh: -14; Cneo AK release: -11; FN deposition inh: 10

Results for CN1CCN2c3ncccc3Cc3ccccc3[C@@H]2C1 ?
CASP6 VEID inh: 3; miR122 inh: -4; PAX8 reporter: 18; EWS-Fli block: 0; PGC1a acetyl inh: inconclusive; LGR2 inh: -2; Cneo AK release: 0; FN deposition inh: -9
